USP2a inh: qHTS Assay for Inhibitors of Ubiquitin-specific Protease USP2a Using CHOP2 as the Reporter; 330,000 tested, 0.01% active; Ubiquitin carboxyl-terminal hydrolase 2 (Homo sapiens), O75604; USP2 core, Ub-CHOP2 coupled fluorogenic reporter, 485/531; Potency, µM (series often up to 38.3 µM), inactives show top-dose activity change, negative = inhibition, hits mostly inhibitors;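 further: potency means the concentration at half of the fitted maximal effect; plate controls were DMSO wells for no effect and full inhibition by NEM control for full effect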
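USP2 core (10nM final) preincubated 30min RT with compound in 20mM Tris-HCl pH 8.0, 2mM CaCl2, 2mM beta-mercaptoethanol, 0.05% CHAPS; 25nM Ub-CHOP2 plus 25nM reporter substrate added, fluorescence (Ex485/Em531) read after 60min.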
PTAP TSG101 blk: qHTS Assay for Iinhibitors of HIV-1 Budding by Blocking the Interaction of PTAP/TSG101. AID 493005, 2010. Potency, µM (doses to about 115 µM), inactives show at the top dose activity change, negative = inhibition, actives largely listed as inhibitors. 340,000 tested, under 10 active. Tumor susceptibility gene 101 protein (Homo sapiens), Q99816. Fluorescence polarization, FITC-PTAP peptide / Tsg101 binding; active means well fitted inhibition curve with a large enough effect in the main read-out, with a control signal flat, not every such curve was filed as active; inconclusive means small, poorly fitted or top-dose-only effect, or effect the other way, or a change in a side signal; inactive means no such curve, though single readings can be large or run the other way; further: potency means the concentration at half of the fitted maximal effect; % of control where 0% means no effect
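FP read-out: FITC-PTAP peptide, 50 nM final, binding Tsg101 binding domain, 10 uM final; 20 min, r.t.; 10 mM HEPES pH 7.5, 0.15 M NaCl, 0.01% Tween 20, 3 mM EDTA, 0.1 mM TCEP.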
TRPV1 ag: HTS Assay for Compounds that Act as Agonists of the Vanilloid Receptor 1; TRPV1-expressing cells, Fluo-8 calcium influx, agonist mode; activation, % at 8.33 µM; 320,000 tested, 0.19% active; AID 540275, 2011; in the data active means activation above about 80%; inconclusive means between about 30% and that limit; further: 0% is about no effect
Target sequence (Q8NER1 whole entry, looked up): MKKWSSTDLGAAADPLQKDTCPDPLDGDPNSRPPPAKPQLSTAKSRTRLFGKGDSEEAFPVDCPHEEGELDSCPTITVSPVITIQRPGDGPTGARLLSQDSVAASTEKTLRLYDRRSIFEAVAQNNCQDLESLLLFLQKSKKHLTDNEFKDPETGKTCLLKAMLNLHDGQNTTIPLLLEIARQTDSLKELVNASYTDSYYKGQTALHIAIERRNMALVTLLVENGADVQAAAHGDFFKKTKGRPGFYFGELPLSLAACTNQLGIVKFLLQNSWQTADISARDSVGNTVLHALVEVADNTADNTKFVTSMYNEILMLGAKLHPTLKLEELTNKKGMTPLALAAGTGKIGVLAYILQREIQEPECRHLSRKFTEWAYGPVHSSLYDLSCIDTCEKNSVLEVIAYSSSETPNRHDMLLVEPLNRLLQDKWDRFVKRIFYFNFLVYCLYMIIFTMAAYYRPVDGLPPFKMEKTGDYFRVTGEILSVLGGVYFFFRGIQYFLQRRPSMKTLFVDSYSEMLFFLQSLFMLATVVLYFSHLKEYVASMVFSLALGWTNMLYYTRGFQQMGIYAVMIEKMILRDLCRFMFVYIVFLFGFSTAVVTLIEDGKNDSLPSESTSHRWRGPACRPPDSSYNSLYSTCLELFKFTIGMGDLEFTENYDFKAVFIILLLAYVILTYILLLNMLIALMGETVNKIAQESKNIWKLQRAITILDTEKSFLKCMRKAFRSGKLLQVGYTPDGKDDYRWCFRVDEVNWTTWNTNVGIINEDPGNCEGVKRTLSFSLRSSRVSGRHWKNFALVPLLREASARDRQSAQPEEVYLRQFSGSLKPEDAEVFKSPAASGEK
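Fluo-8 calcium influx in TRPV1-expressing cells, kinetic read (ex 480/em 520 nm). Compound added and read 3 min for agonist activity, followed by capsaicin at EC20 final and 2 min further read for enhancement.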
B2AR arrestin: qHTS assay of beta-arrestin-biased ligands of beta2-adrenergic receptor; Beta-2 adrenergic receptor (Homo sapiens), P07550; beta-arrestin recruitment to beta2AR, cell-based reporter; Potency, µM (series often up to 46.1 µM), without a hit: top-dose activation, actives largely listed as activators; 330,000 tested, 0.02% active;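 further: potency means the concentration at half of the fitted maximal effect; 0% = DMSO controls and full agonism = EC100 isoproterenol or metaproterenol; nearly all actives have a fitted effect of over 65% in size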
ELG1 genotox: qHTS screen for small molecules that induce genotoxicity in human embryonic kidney (HEK293T) cells expressing luciferase-tagged ELG1; HEK293T ELG1-luciferase reporter, luminescence, 16 h; Potency, µM (doses to about 46 µM), without a hit: at the highest dose activity change, positive = activation, most hits filed as activators; 330,000 tested, 1.3% active; further: potency means the concentration at half of the fitted maximal effect; % of control where 0% means no effect; nearly all actives have a fitted effect of over 60% in size
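Genotoxic stress is detected as increased luminescence from luciferase-tagged ELG1 in HEK293T cells, measured with ONE-Glo after a 16 hr treatment at 37 °C.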
p53 reactivator: qHTS assay for re-activators of p53 using a Luc reporter. H1299 p53-A138V BP100-luciferase reporter, luminescence, 24 h. Potency, µM (highest dose often 92.2 µM), without a hit: at the top dose activity change, positive = activation, hits mostly activators. 320,000 tested, 0.063% active. AID 504706, 2011; further: potency means the concentration at half of the fitted maximal effect; % of control where 0% means no effect; nearly all actives have a fitted effect of over 45% in size
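p53-null H1299 cells stably carrying temperature-sensitive p53-A138V and a BP100-luciferase reporter were pinned with compounds (4-point, 1:5 series) and held 24 hrs at 37 deg C. Luminescence was read 10 min after detection reagent.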
a7 integrin act: qHTS for Activators of Integrin-Mediated Alleviation for Muscular Dystrophy; alpha7betagal myoblasts, beta-gal FDG fluorescence, 48 h; Potency, µM (titrated, usually from 38.3 µM), for inactives: at the highest dose activation, actives largely listed as activators; 350,000 tested, 0.064% active; AID 624291, 2012;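 further: potency means the concentration at half of the fitted maximal effect; 100% = response of the positive control SU9516; nearly all actives have a fitted effect of over 60% in size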
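alpha7betagal+/- myoblasts (passage 13, 250/well) treated 48 h at 37C with compounds at 1:260 dilution of DMSO stock. Lysed, then beta-galactosidase activity read as FDG fluorescence (ex 480/em 540) after 30 min, with pre-read for autofluorescence.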
S-ASM inh: Inhibitors of Secretory Acid Sphingomyelinase (S-ASM): qHTS. Sphingomyelin phosphodiesterase (Homo sapiens), P17405. placental ASM, HMU-PC fluorogenic substrate, 60 min. Potency, µM (titrated, usually from 57.5 µM), inactives show at the top dose activity change, negative = inhibition, actives largely listed as inhibitors. 340,000 tested, 0.006% active; further: potency means the concentration at half of the fitted maximal effect
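Steps: dispense placental human ASM, pin compound, wait 10 min at room temperature, add HMU-PC0 substrate at 9 uM final, incubate 60 min at 37 °C, add stop solution raising pH to 10, read fluorescence.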
BRCA1 expr act: qHTS Assay to Identify Small Molecule Activators of BRCA1 Expression. MCF7-BRCA1-FFLuc reporter, luminescence, 48 h; response scale: scaled: vehicle 0%, 10 µM genistein 100%. Potency, µM (doses to about 46.1 µM), without a hit: at the highest dose activation, most hits filed as activators. 380,000 tested, 1.1% active. AID 624202, 2012; further: potency means the concentration at half of the fitted maximal effect; nearly all actives have a fitted effect of over 80% in size; some results filed as inactive show a strong effect at the top dose
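First, MCF7-BRCA1-FFLuc cells (2000/well) attach for 2 h; next, compounds are pin-added and incubated 48 h at 37 °C; finally, luciferase reagent is added and luminescence read after 15 min.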
uPA surface inh: qHTS for Inhibitors of Cell Surface uPA Generation; Potency, µM (top dose mostly 38.3 µM), without a hit: top-dose activity change, negative = inhibition, actives largely listed as inhibitors; 330,000 tested, 0.31% active; AID 540303, 2011; cell surface uPA generation assay, qHTS; active means well fitted inhibition curve with a large enough effect; inconclusive means small, poorly fitted or top-dose-only effect; inactive means no such curve, though single readings can be large or run the other way; tested in mouse RAW 264.7 cells; further: potency means the concentration at half of the fitted maximal effect; on the % scale 0 is the no-effect control and ±100 the full control effect; nearly all actives have a fitted effect of over 55% in size
Eya2 inh: qHTS Assay for Inhibitors of the Phosphatase Activity of Eya2; Protein phosphatase EYA2 (Homo sapiens), O00167; recombinant Eya2, OMFP fluorescence dephosphorylation (OMFP is methylfluorescein phosphate); Potency, µM (highest dose often 76.9 µM), without a hit: at the top dose activity, negative = inhibition, actives largely listed as inhibitors; 330,000 tested, 0.006% active; further: potency means the concentration at half of the fitted maximal effect; on the % scale 0 is the no-effect control and ±100 the full control effect
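Eya2 protein (added as 0.2 uM solution) was preincubated with compound for 10 min at ambient temperature in 50 mM HEPES pH 7.5, 50 mM NaCl, 5 uM MgCl2, 0.05% BSA, 1 mM DTT. OMFP (added at 50 uM) then reacted 10 min; fluorescence read at 485/525 nm.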
Numbers without * were called inactive; ? = inconclusive; · = no result given; [ ] = another dose, or the depositor's remark. Unless noted, the call rests on the fitted dose curve; in most records, active means well fitted curve in the direction sought with a large enough effect; inconclusive means small, poorly fitted or top-dose-only effect, or another doubt; inactive means no such curve, though single readings can be large; an effect the other way counts as inactive or inconclusive.

Every second line gives: S-ASM inh	Eya2 inh	BRCA1 expr act	uPA surface inh	p53 reactivator	TRPV1 ag	ELG1 genotox	B2AR arrestin	USP2a inh	PTAP TSG101 blk	a7 integrin act
O=S(=O)(NCC(c1cccnc1)N1CCOCC1)c1ccc(Cl)cc1 (centres undefined)
  4%	-6%	-2%	1%	6%	2	0%	-0.5%	0%	-4%	4%
O=C(Nc1cccc(Cl)c1)Nc1ccnc(-c2cccnc2)n1
  -5%	17%	-40%	26%	-4%	2	-15%	-0.2%	3%	-6%	-51%[inhibitor]
Cn1c(SCC(=O)Nc2nc(C(C)(C)C)cs2)nnc1C1CC1
  3%	-2%	-3%	-4%	-3%	0	-5%	0.1%	0%	-5%	-37%[inhibitor]
Cn1c(OCc2ccc3c(c2)OCO3)nc2c1c(=O)n(Cc1ccc(Cl)c(Cl)c1)c(=O)n2C
  -5%	1%	-3%	0%	0%	0	1%	-0.8%	0%	-3%	0%
COc1ccc(S(=O)(=O)Nc2c(C(=O)O)[nH]c3ccccc23)cc1OC
  ·	15%	-16%	-2%	28%	-2	2%	0.2%	3%	-2%	0%
O=C(CSc1nc2ccccc2n1S(=O)(=O)c1ccccc1)N1CCCCC1
  2%	-2%	14µM*	-2%	4%	?	15%	-0.7%	3%	-1%	-2%
COc1ccc(NC(=O)C23CCC(C2)C(C)(C)C3=O)cc1 (centres undefined)
  0%	24%	15%	-3%	?	2	1%	0.0%	-2%	-2%	-7%
CC(C)(C)n1nnnc1C(c1cccs1)N(Cc1ccc(Cl)cc1)CC1CCCO1 (centres undefined)
  -2%	·	-74%	4%	·	-2	·	·	·	-2%	-9%
O=C(O)CCn1ncc2ccccc2c1=O
  -1%	-4%	8%	1%	-2%	2	-4%	0.5%	7%	-6%	22%
COC(=O)c1cc(OC)c(OC)cc1NC(=O)c1ccc(C)cc1
  -3%	6%	0%	1%	-4%	6	0%	-0.9%	3%	1%	-6%
COc1ccc(CNC(=O)CN2CCN(S(=O)(=O)c3cc(Br)ccc3Br)CC2)cc1OC
  ·	4%	-42%	-8%	-8%	?	2%	-0.2%	1%	0%	-7%
CCCOC(=O)c1ccc(Nc2cc(C)nc3ncnn23)cc1
  -1%	0%	-19%	-4%	-21%	-2	1%	0.3%	0%	0%	?
Cc1cccc(C)c1OCC(O)CNC(C)c1ccccc1 (centres undefined)
  4%	0%	-14%	-7%	-5%	1	-6%	0.0%	3%	1%	?
Cc1cc(Cl)ccc1Oc1nc(-c2ccc(F)cc2)ccc1C#N
  -1%	0%	-39%	·	-4%	-1	0%	-0.1%	9%	0%	3%
Cc1cc(=O)[nH]c(-c2cccs2)n1
  4%	8%	0%	-21%	0%	0	-1%	-0.6%	-1%	1%	15%
C=CCN1C(=O)CS/C1=N/c1nccs1
  -3%	1%	7%	-16%	0%	-4	1%	0.5%	2%	·	-2%
c1ccc(CSc2nnc3ccc(-c4ccncc4)nn23)nc1
  3%	2%	38%	5%	10%	2	6%	-0.2%	-2%	0%	-28%
CCCCC(=O)NC(=S)NNC(=O)c1ccc(Cl)cc1Cl
  1%	8%	-37%	2%	-3%	-1	-2%	0.0%	3%	-6%	-22%
Cn1cccc1Cc1nnc(SCC(=O)NCc2ccccc2)n1-c1ccc(F)cc1
  4%	5%	7%	5%	-1%	-3	-3%	0.0%	-4%	-3%	-17%
C=CCn1c(COc2cccc3cccnc23)nnc1SCC(=O)OC
  2%	2%	0%	5%	-6%	3	0%	-0.3%	1%	0%	14%
Cn1c(=O)c2c(SCC(=O)Nc3nccs3)nc(C3CC3)nc2n(C)c1=O
  -3%	-15%	-2%	1%	-1%	-1	-4%	-0.6%	5%	-4%	24%
C=CCn1c(=S)[nH]c2cc(C(=O)Nc3ccc(OC)c(OC)c3)ccc2c1=O
  -2%	-6%	-7%	-2%	5%	?	-5%	-0.1%	4%	0%	20%
COc1ccc(C(=O)N=c2sc3ccccc3n2C)cc1OC
  4%	-6%	?	3%	19%	3	?	-0.9%	1%	-5%	0%
N#Cc1cc2c(nc1Cl)CCCC2
  0%	-4%	32%	6%	0%	7	2%	-0.3%	1%	-3%	2%
C[n+]1ccccc1/C=C/c1ccc([N+](=O)[O-])cc1
  -3%	-22%	8%	4%	-3%	4	-8%	0.3%	5%	-4%	24%
CCOc1ccc(S(=O)(=O)N2CCOCC2)cc1NC(=O)CSCC(=O)Nc1ccc(OC)cc1
  1%	·	-11%	-5%	·	·	·	·	·	-1%	12%
CC1(C(=O)OCC(=O)Nc2cccc(S(=O)(=O)NC3=NCCCCC3)c2)CC1(Cl)Cl (centres undefined)
  -1%	0%	0%	-4%	-3%	2	-7%	0.4%	5%	1%	2%
O=C1NC(c2ccc(Br)cc2)Oc2ccccc21 (centres undefined)
  -1%	-21%	36%	10%	·	0	6%	-0.8%	2%	-3%	25%
Cc1cccc(NC(=O)c2nc[nH]c2C(=O)N2CCc3ccccc3C2)c1
  -5%	-2%	-6%	-33%	-3%	6	-1%	0.1%	0%	-4%	19%
CC(=O)NS(=O)(=O)c1ccc(NC(=O)/C=C/c2ccccc2)cc1
  -2%	5%	-2%	0%	1%	1	2%	0.1%	2%	3%	19%

(more compounds)
Every second line gives: S-ASM inh	Eya2 inh	BRCA1 expr act	uPA surface inh	p53 reactivator	TRPV1 ag	ELG1 genotox	B2AR arrestin	USP2a inh	PTAP TSG101 blk	a7 integrin act
NC(=O)COc1ccccc1C(=O)O
  -3%	4%	-21%	-3%	-1%	-2	1%	-0.3%	0%	1%	-25%
Nc1ccc(Cn2ccc3c4c(N)nc(N)nc4ccc32)cc1
  14%	·	-83%	-9%	·	·	·	·	·	-7%	-54%[inhibitor]
Nn1c(SC/C=C/c2ccccc2)nnc1-c1ccncc1
  6%	·	0%	-3%	·	11	·	·	·	-9%	15%
Cc1cc(N2CCCCCC2)nc2ccccc12
  145%[activator]	12%	1%	-6%	7%	-2	-4%	-0.1%	3%	-9%	-4%
CCC1CCCCN1C(=O)CSc1nc2c(cnn2-c2ccc(C)cc2)c(=O)[nH]1 (centres undefined)
  -3%	7%	3%	-1%	-5%	-5	-6%	0.1%	2%	-1%	-33%
COc1ccc(N=C2NC(=O)C(CC(=O)NCCc3ccc(OC)c(OC)c3)S2)cc1 (centres undefined)
  1%	-3%	-8%	-8%	-4%	-1	-1%	0.2%	0%	0%	9%
COC(C(=O)Nc1ccnn1C1CCN(Cc2cnn(C)c2)CC1)c1ccccc1 (centres undefined)
  4%	-13%	0%	1%	?	3	-1%	-0.5%	1%	-2%	0%
CCOC(=O)N1CCN(C(=O)c2noc(C(C)C)c2[N+](=O)[O-])CC1
  2%	7%	3%	7%	8%	5	-1%	-0.5%	-1%	1%	-26%
Cc1ccccc1S(=O)(=O)/N=C(/c1ccccc1)N(C)C
  6%	1%	4%	3%	-1%	1	0%	-0.1%	1%	0%	34%
O=C(c1cccs1)N1N=C(c2ccccc2)CC1c1ccccc1 (centres undefined)
  -6%	-2%	-4%	-4%	-5%	?	-5%	5.6%	-2%	0%	10%

3 compounds already listed, ordered by the value under S-ASM inh, highest first:
Molecule,S-ASM inh,Eya2 inh,BRCA1 expr act,uPA surface inh,p53 reactivator,TRPV1 ag,B2AR arrestin,USP2a inh,PTAP TSG101 blk,a7 integrin act
Cc1ccccc1S(=O)(=O)/N=C(/c1ccccc1)N(C)C,6%,1%,4%,3%,-1%,1,-0.1%,1%,0%,34%
COc1ccc(N=C2NC(=O)C(CC(=O)NCCc3ccc(OC)c(OC)c3)S2)cc1 (centres undefined),1%,-3%,-8%,-8%,-4%,-1,0.2%,0%,0%,9%
CCC1CCCCN1C(=O)CSc1nc2c(cnn2-c2ccc(C)cc2)c(=O)[nH]1 (centres undefined),-3%,7%,3%,-1%,-5%,-5,0.1%,2%,-1%,-33%

From PubChem
